High-throughput results as filed in PubChem.
BoNT-F LC inh: inhibitors of Botulinum neurotoxin F light chain protease; Multiplex microsphere protease cleavage assay, flow cytometry; inhibition, % at 10 µM; 0.22% of 360,000 active; AID 588497; in the data active = inhibition above about 35%, passing the limit was not always enough; inconclusive = no clear call, values can overlap the other calls; note: plate controls were buffer without enzyme for full effect and enzyme alone for no effect
Mtb UGM inh: blocks M. tuberculosis UGM enzyme; purified UGM, fluorescence polarization probe displacement; inhibition, % at 10 µM; 0.06% of 320,000 active; in the data active = inhibition above about 10%, passing the limit was not always enough; inconclusive = no clear call, values can overlap the other calls
Target sequence (P9WIQ1 whole entry, looked up): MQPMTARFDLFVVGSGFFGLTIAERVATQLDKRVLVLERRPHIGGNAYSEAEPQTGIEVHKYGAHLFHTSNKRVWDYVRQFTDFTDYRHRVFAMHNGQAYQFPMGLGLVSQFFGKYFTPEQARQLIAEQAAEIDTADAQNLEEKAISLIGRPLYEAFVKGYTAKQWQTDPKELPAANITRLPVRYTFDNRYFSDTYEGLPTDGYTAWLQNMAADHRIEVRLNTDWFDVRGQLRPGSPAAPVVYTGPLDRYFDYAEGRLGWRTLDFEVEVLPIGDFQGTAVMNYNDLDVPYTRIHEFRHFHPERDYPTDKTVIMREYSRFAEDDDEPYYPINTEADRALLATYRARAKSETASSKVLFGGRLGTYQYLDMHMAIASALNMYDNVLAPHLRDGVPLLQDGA
CCHF vOTU inh: blocks the CCHF virus ovarian tumor domain protease | 0.55% of 370,000 active | inhibition, % at 11.5 µM | CCHFV vOTU protease, Pep-AMC fluorescence; note: 0% = vehicle wells with enzyme and 100% = no enzyme wells
BoNT A protease: inhibitors of Botulinum neurotoxin A light chain protease. 0.17% of 360,000 active. AID 588499. inhibition, % at 10 µM. multiplex microsphere protease substrate cleavage, flow cytometry; in the data active = inhibition above about 30%; inconclusive = no clear call, values can overlap the other calls; note: plate controls were buffer without enzyme for full effect and enzyme alone for no effect
FBA Mtb inh: Mtb fructose-bisphosphate aldolase inhibition; purified M. tuberculosis FBA, fluorescence read-out; P9WQA3; inhibition, % at 1 µM; 2.3% of 360,000 active; in the data active = inhibition above about 27%;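 note: 0% = vehicle and 100% = reference inhibitor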
Target sequence (P9WQA3 whole entry, looked up): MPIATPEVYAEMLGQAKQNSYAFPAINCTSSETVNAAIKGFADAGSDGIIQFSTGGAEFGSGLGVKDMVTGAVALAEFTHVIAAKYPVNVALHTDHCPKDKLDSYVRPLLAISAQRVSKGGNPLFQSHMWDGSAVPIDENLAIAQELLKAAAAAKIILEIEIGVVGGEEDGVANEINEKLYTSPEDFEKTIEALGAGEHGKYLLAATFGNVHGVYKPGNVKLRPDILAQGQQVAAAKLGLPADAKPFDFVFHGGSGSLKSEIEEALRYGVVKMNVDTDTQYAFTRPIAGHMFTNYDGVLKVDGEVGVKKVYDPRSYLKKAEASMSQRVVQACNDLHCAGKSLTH
BioA inh: blocks M. tuberculosis BioA enzyme activity | 0.096% of 360,000 active | AID 602481 | inhibition, % at 9.99 µM | purified M. tuberculosis BioA enzyme, plate reader; in the data active = inhibition above about 40%; inconclusive = no clear call, values can overlap the other calls
GDH-TPI counter: GDH-TPI coupled enzyme inhibition counter-screen | GDH-TPI coupled enzyme counterscreen, NADH absorbance | inhibition, % at 4.8 µM | 1.2% of 360,000 active | AID 588335;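 note: 0% = DMSO wells and 100% = wells lacking the enzyme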
FadD28 binding: M. tuberculosis FadD28 bisubstrate binding inhibition. FadD28 bisubstrate probe binding, fluorescence polarization. inhibition, % at 12.5 µM. 0.22% of 360,000 active. AID 588549; in the data active = inhibition above about 8.5%, passing the limit was not always enough; inconclusive = no clear call, values can overlap the other calls
PrPC surface inh: cell surface PrPC inhibition, primary TR-FRET screen. AID 720596. 0.43% of 370,000 active. inhibition, % at 13.8 µM. TR-FRET read-out; in the data active = inhibition above about 24%; note: 0% = median of the test wells and 100% = reference compound wells
* = called active by the depositor; ? = inconclusive; · = no result given; & = joins results of further samples. Cut-off read from the data, not from the text of the source, unless noted: active = inhibition above about 30%; inactive = the rest.

(1) C[C@H](CO)N1C[C@H](C)[C@@H](CN(C)S(=O)(=O)c2cccs2)Oc2c(NC(=O)C3CCCCC3)cccc2C1=O
(2) COC(=O)c1ccc(CN2CCCC(CNC(=O)Cc3ccc(OC)cc3)C2)cc1 (stereo not drawn)
(3) O=C(Nc1cc(C(F)(F)F)ccc1Cl)C(NCc1ccccc1)c1ccccc1 (stereo not drawn)
(4) CCN(CCCNC(=O)CN(C)S(=O)(=O)c1cccc2nsnc12)c1cccc(C)c1
(5) N#Cc1cccc(NC(=O)Cn2c3[n+](c4ccc(C(F)(F)F)cc42)CCCCC3)c1
(6) Cc1ccc(-n2c(SCC(=O)N3CCCCC3)nc(O)c(Cc3ccccc3)c2=O)cc1
(7) CCCCCCCCN=Cc1c(O)[nH]c(=O)[nH]c1=O
(8) COc1ccc(-c2cc(CNS(=O)(=O)c3cc(OC)ccc3OC)on2)cc1
Compound	1	2	3	4	5	6	7	8
BoNT-F LC inh	-3	?	-17	11	10	-3	-1	-2
Mtb UGM inh	-1.6	-2.2	-1.5	1.0	-3.6	3.8	-4.2	-3.7
CCHF vOTU inh	-2	1	-12	-8	6	-11	-2	-6
BoNT A protease	0.1	?	-0.9	1.6	1.5	0.4	1.5	1.3
FBA Mtb inh	4	-3	-1	2	3	0	0	2
BioA inh	0.0	-0.6	-0.3	-2.2	0.4	-0.5	-2.2	0.2
GDH-TPI counter	9	10	-7	4	4	-1	4	-6
FadD28 binding	0.6	0.5	-2.7	-0.1	-0.3	-3.2	0.8	-6.6
PrPC surface inh	-4	-8	-6	-25	3	1	5	8

(9) CCCOc1ccc(OCCCCNC(C)CC)cc1 (stereo not drawn)
(10) CON(C)C(=O)CCN(Cc1ccccc1)C(=O)OC(C)(C)C
(11) O=C(CCN1C(=O)c2ccccc2C1=O)N1CCN(c2ccccn2)CC1
(12) Cc1ccc(NN=C2c3ccccc3-c3ccccc32)cc1
(13) Cc1c(C(=O)OCc2ccccc2)[nH]c2c1C(=O)CC(c1ccco1)C2 (stereo not drawn)
(14) OCCOc1ccc(C2=NCCO2)cc1
(15) CC(C)c1ccc(OCC(=O)NC2CCCC2)cc1
(16) COc1ccc(S(=O)(=O)Nc2ccc(N3CCOCC3)cc2)cc1[N+](=O)[O-]
Compound	9	10	11	12	13	14	15	16
BoNT-F LC inh	10	-8	2	-4	2	-11	-3	2
Mtb UGM inh	-0.1	0.2	2.0	-0.5	-1.5	2.1	1.1	-0.4
CCHF vOTU inh	4	0	2	35*	·	-5	12	-10
BoNT A protease	-0.2	0.8	0.5	-1.1	-0.4	-1.3	-1.0	0.2
FBA Mtb inh	-10	1	3	0	0	2	-1	2
BioA inh	·	1.4	0.0	·	-0.3	-5.2	-0.3	-0.2
GDH-TPI counter	3	14	8	12	11	19	4	2
FadD28 binding	-3.6	1.2	-1.2	-0.3	-0.3	-1.9	-2.8	-2.2
PrPC surface inh	-1	-2	-4	-6	·	4	4	-5

Taken from above:
no. 12 in Mtb UGM inh reads -0.5
no. 10 in GDH-TPI counter reads 14
no. 13 in Mtb UGM inh reads -1.5
no. 9 in Mtb UGM inh reads -0.1

Carrying on:
(17) CCn1c(CC(=O)Nc2ccc(F)cc2)nnc1SCC(=O)NC1CCCC1
(18) Cc1ccc(O)c(NC(=O)CSc2n[nH]c(C)c2[N+](=O)[O-])c1
(19) S=c1[nH]nc(C2CCCCC2)n1/N=C/C=C/c1ccccc1
(20) Cc1ccccc1S(=O)(=O)N(C)C[C@H]1OCc2cnnn2CCCC(=O)N([C@@H](C)CO)C[C@H]1C
(21) C=C1C(=O)OC2CCN3CC=C(COC(=O)C(C)(O)C4(CO4)C1C)C23 (stereo not drawn)
(22) O=C(CNC(=O)c1ccncc1)N/N=C/c1cc(Br)ccc1OCc1ccccc1
(23) Cc1nnc(SCC(=O)NCCC2=CCCCC2)[nH]c1=O
(24) O=C(CN1C(=O)NC2(CCCC2)C1=O)NCCc1ccc(Cl)cc1Cl
Compound	17	18	19	20	21	22	23	24
BoNT-F LC inh	13	1	-3	-4	2	-8	-1	·
Mtb UGM inh	-0.8	-0.4	1.8	·	·	0.6	-2.3	2.0
CCHF vOTU inh	-6	3	32*	0	14	5	-1	-3
BoNT A protease	-0.7	-1.1	?	-0.1	-0.1	-0.1	-3.8	·
FBA Mtb inh	1	0	3	0	-1	0	2	1
BioA inh	-0.8	·	-2.9	0.4&1.3&-0.9	0.0	·	-1.1	0.5
GDH-TPI counter	0	11	17	-2	1	6	-6	3
FadD28 binding	-2.2	-2.3	0.5	-2.9	-0.3	0.0	-1.3	0.9
PrPC surface inh	2	-2	2	-5	9	-6	3	-10

(25) CCOC(=O)C(=CNc1cc(C)ccc1C)C(=O)OCC
(26) CCOC(=O)c1cnc2c(ccc3ccccc32)c1NCCN(C)C
(27) CCCC1NC(=O)c2cccnc2-n2c1nc1ccc(Br)cc1c2=O (stereo not drawn)
(28) COc1ccc(CC(=O)NCc2nnc(SCCOc3ccccc3)n2C)cc1
(29) CCOC(=O)C1=C(CS(=O)(=O)c2ccccc2)NC(=O)NC1c1ccc(OC)c(OC)c1 (stereo not drawn)
(30) CCOC(=O)c1c(NC(=O)CC)sc(C(=O)NC2CCCC2)c1C
(31) Cc1ccc(N(C(=O)c2snc(C(N)=O)c2N)C(C(=O)NC2CCCC2)c2ccco2)cc1 (stereo not drawn)
(32) CC(C)(O)C1=C[N+](=O)CC=C1
Compound	25	26	27	28	29	30	31	32
BoNT-F LC inh	-6	-11	-1	1	-10	-5	-22	3
Mtb UGM inh	0.0	2.9	·	5.0	3.6	1.6	·	·
CCHF vOTU inh	2	-13	14	10	0	-12	3	-3
BoNT A protease	-2.7	-0.2	-0.1	0.3	-1.0	-2.1	-4.0	0.0
FBA Mtb inh	-2	9	0	2	-2	-7	5	·
BioA inh	-6.6	-2.0	1.3	-1.3	0.1	0.2	·	·
GDH-TPI counter	34*	19	7	-8	0	-4	15	·
FadD28 binding	-0.5	-2.3	-2.9	-3.5	-2.2	-2.0	-1.2	·
PrPC surface inh	7	-8	3	5	-2	-7	9	-2

(33) O=C(COc1ccc2ccc(=O)oc2c1)N1CCc2ccccc21
(34) Cc1ccc([N+](=O)[O-])c(-c2n[nH]c(=S)n2-c2cccc(Cl)c2)c1
(35) Cc1nn(Cc2cccc(C(=O)NC3CCCCC3)c2)c(C)c1Cl
(36) Cc1ccc(S(=O)(=O)NC(C)C(=O)N2CCOCCOCCOCC2)cc1 (stereo not drawn)
(37) CCn1cc(/C=N/NS(=O)(=O)c2ccc(C)cc2)c(C)n1
(38) Cc1cc(C)cc(NS(=O)(=O)c2c(C(=O)N3CCCCCC3)c(C)n(C)c2C)c1
(39) CCc1ccc(N2CC(C(=O)Nc3cccc(C(=O)NC4CC4)c3)CC2=O)cc1 (stereo not drawn)
(40) CCOc1ccccc1N(C)C(=O)c1cn(C)c(=O)c2ccccc12
Compound	33	34	35	36	37	38	39	40
BoNT-F LC inh	1	?	-1	-22	-6	7	-5	-20
Mtb UGM inh	0.0	2.1	-1.4	-2.6	-1.7	1.1	2.7	0.3
CCHF vOTU inh	-4	16	7	0	8	7	-7	13
BoNT A protease	-0.3	-2.0	0.2	-2.7	0.7	2.2	0.0	4.1
FBA Mtb inh	8	1	-1	-2	2	1	2	2
BioA inh	·	13	0.1	-1.5	-2.3	1.3	-0.7	1.7
GDH-TPI counter	11	17	10	5	14	-3	8	1
FadD28 binding	-0.2	-1.3	-3.1	-1.1	-1.4	-3.2	-2.2	-1.4
PrPC surface inh	0	-2	0	1	1	3	3	11

Entries from the list above that have fluorine:
(3) O=C(Nc1cc(C(F)(F)F)ccc1Cl)C(NCc1ccccc1)c1ccccc1 (stereo not drawn)
(5) N#Cc1cccc(NC(=O)Cn2c3[n+](c4ccc(C(F)(F)F)cc42)CCCCC3)c1
(17) CCn1c(CC(=O)Nc2ccc(F)cc2)nnc1SCC(=O)NC1CCCC1
Compound	3	5	17
BoNT-F LC inh	-17	10	13
Mtb UGM inh	-1.5	-3.6	-0.8
CCHF vOTU inh	-12	6	-6
BoNT A protease	-0.9	1.5	-0.7
FBA Mtb inh	-1	3	1
BioA inh	-0.3	0.4	-0.8
GDH-TPI counter	-7	4	0
FadD28 binding	-2.7	-0.3	-2.2
PrPC surface inh	-6	3	2

Next section.
(41) Cn1c(CNC(=O)c2ccco2)nnc1SCC(=O)c1ccc(Br)cc1
(42) O=C1C=CC(=O)N1CCNc1ncc(C(F)(F)F)cc1Cl
(43) CC(C(=O)Nc1ccc(C#N)cc1)N(C)Cc1cccs1 (stereo not drawn)
(44) O=C(Cc1ccc(Cl)c(Cl)c1)Nc1ccc(SC(F)F)cc1
(45) COCc1c(C(=O)NCCc2ccc(OC(F)F)cc2)oc2ccccc12
(46) O=C(COc1ccc(Cl)cc1Br)NC1CC1
(47) Cc1ccc(C(=O)OCC(=O)N2CCCC2)cc1
(48) Cc1cccc2cc(CN(CCCO)C(=O)Nc3ccc(Cl)cc3)c(=O)[nH]c12
Compound	41	42	43	44	45	46	47	48
BoNT-F LC inh	-13	-1	-4	-12	10	5	-6	-5
Mtb UGM inh	-1.9	·	-0.5	-0.8	0.5	-0.4	0.0	·
CCHF vOTU inh	-7	4	1	13	8	-4	10	5
BoNT A protease	-2.6	0.8	-1.8	0.2	0.2	1.5	-0.1	-0.2
FBA Mtb inh	-2	-1	77*	1	-1	0	3	2
BioA inh	-0.7	·	0.1	-0.9	1.4	-0.2	1.4	-0.3
GDH-TPI counter	-3	9	-4	8	3	-3	-4	-5
FadD28 binding	-1.3	-6.3	-0.1	0.0	-3.5	·	1.3	-5.0
PrPC surface inh	3	-1	-1	7	-3	-7	12	2

(49) CN(C)c1cccc(NC(=O)C2(C)Cc3c(-c4cccnc4)ccnc3O2)c1 (stereo not drawn)
(50) CN(C(=O)CN1CCC(NC(=O)C2CCCCC2)CC1)C1CCCCC1
(51) COc1cccc(NC(=O)CN(C)C(=O)Cn2[nH]c(=O)c3ccccc3c2=O)c1
(52) O=C(O)CCCn1cc(NC(=O)COc2ccc(F)cc2F)cn1
(53) Cc1ccc(CNC(=O)CNS(=O)(=O)c2ccc3nc(C)sc3c2)cc1
(54) CCOC(=O)Cc1nc2cc(Cl)ccc2o1
(55) CC(C)n1cc(C(=O)NC2CC(C)(C)Cc3c2cnn3-c2ccccc2)cn1 (stereo not drawn)
(56) CC(=O)Nc1ccc(NC(=O)C(C)OC(=O)C2(c3ccccc3F)CCCC2)cc1 (stereo not drawn)
Compound	49	50	51	52	53	54	55	56
BoNT-F LC inh	-3	-4	·	-21	-2	-5	7	-8
Mtb UGM inh	·	-1.2	0.3	-0.9	0.9	1.9	0.8	1.6
CCHF vOTU inh	-5	1	-15	2	1	-8	-4	-5
BoNT A protease	-0.6	-1.7	·	-5.8	-0.8	-0.9	0.1	-4.2
FBA Mtb inh	-4	2	2	-1	-4	-1	-2	0
BioA inh	3.0	-0.2	0.6	-2.5	·	·	-0.8	-0.2
GDH-TPI counter	-6	4	-14	-1	-6	-5	0	-2
FadD28 binding	-3.0	-0.1	-6.6	-0.2	-4.5	-1.4	-2.7	-0.6
PrPC surface inh	-11	-5	-3	9	-5	-5	0	0
